GoLoco inh red: RGS12 GoLoco-Gai1 interaction inhibition | AID 880 | Gai1:RGS12 GoLoco peptide FP, rhodamine, 10 min | Potency, µM (top dose mostly 61.6 µM), for inactives: at the top dose activity, negative = inhibition, usual class: inhibitors | P63096 | 230,000 tested, 0.44% active; active = well fitted inhibition curve with a large enough effect, not every such curve was filed as active; inactive = no such curve, though single readings can be large or run the other way; also: % is scaled to controls: 0 for no effect and ±100 for the full control effect; nearly all actives have a fitted effect of over 30% in size; many of its hits are not listed in these tables
Target sequence (P63096 whole entry, looked up): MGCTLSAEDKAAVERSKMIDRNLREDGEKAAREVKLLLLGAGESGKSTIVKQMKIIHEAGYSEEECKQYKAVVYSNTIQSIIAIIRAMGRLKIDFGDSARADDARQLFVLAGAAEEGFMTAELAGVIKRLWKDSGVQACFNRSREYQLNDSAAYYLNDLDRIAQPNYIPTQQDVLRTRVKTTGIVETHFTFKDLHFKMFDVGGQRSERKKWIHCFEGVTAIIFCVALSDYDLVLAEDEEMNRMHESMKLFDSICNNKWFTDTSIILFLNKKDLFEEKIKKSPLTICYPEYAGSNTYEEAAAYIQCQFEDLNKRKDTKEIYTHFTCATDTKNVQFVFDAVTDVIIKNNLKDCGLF
HttQ103 aggreg: reduces HttQ103-GFP aggregates in PC12 cells | PC12 HttQ103-GFP aggregates, Acumen cytometry, 40 h | Potency, µM (series often up to 46.1 µM), inactives show at the top dose activity change, negative = inhibition, actives largely listed as inhibitors | 220,000 tested, 1.1% active; also: % is scaled to controls: 0 for no effect and ±100 for the full control effect; nearly all actives have a fitted effect of over 60% in size
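Read-out: GFP aggregate count by laser scanning cytometer (488 nm excitation, 500-530 nm emission, 1–25 µm objects >6 SD above background). Cells: PC12, inducible HTTex1-Q103-GFP, 100 nM tebufenozide; compounds titrated.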
GAA spleen mod: inhibitors or activators of human alpha-glucosidase in spleen homogenate | human spleen homogenate, 4-MU-alpha-glucoside fluorescence | Potency, µM (highest dose often 79.9 µM), for inactives: top-dose activity change, negative = inhibition, most hits filed as inhibitors | 240,000 tested, 0.006% active | AID 2112;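 also: 0% = enzyme with vehicle and -100% = no enzyme basal signal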
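Enzyme source: human spleen homogenate, 1 ug/well. Buffer 50 mM citric acid/K phosphate pH 5.0, 0.01% Tween-20. 4-MU-alpha-glucoside 1 mM; 37 C x 40 min; NaOH/glycine stop; fluorescence.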
GAA glycogen: GAA glycogen-cleavage inhibition or activation; Potency, µM (series often up to 76.4 µM), for the others: at the top dose activity change, negative = inhibition, most hits filed as inhibitors; recombinant GAA, glycogen substrate, Amplex Red glucose oxidase fluorescence; 300,000 tested, 0.38% active; P10253; AID 2100;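 also: 0% = full enzyme reaction and -100% = no-enzyme basal signal; the screen sought inhibitors and activators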
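Recombinant human enzyme (4 nM); glycogen substrate; 37 C, 40 min, pH 5.0. Readout: coupled glucose oxidase/Amplex Red fluorescence.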
HTT cytoprotect: Huntington cell model cytoprotection by ATP luminescence; PC12 HTT-Q103 induced, cytoprotection, ATP luminescence, 40 h; 230,000 tested, 0.14% active; Potency, µM (highest dose often 56.4 µM), for inactives: cytoprotection (ATP increase), actives largely listed as activators;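 also: % of control where 0% means no effect; nearly all actives have a fitted effect of over 45% in size; toxic huntingtin expression switched on by the ecdysone agonist tebufenozide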
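Rat PC12, Q103 Htt exon1-GFP fusion, ecdysone promoter; tebufenozide inducer 100 nM final; compound titration; qHTS, 1500 cells/well; ATPlite luminescent read.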
GAA inh: inhibitors of human lysosomal alpha-glucosidase; purified human GAA, 4-MU-alpha-glucoside fluorescence; P10253; AID 1466; Potency, µM (top dose mostly 76.9 µM), inactives show at the highest dose activity change, negative = inhibition, hits mostly inhibitors; 200,000 tested, 0.005% active;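 also: plate controls were uninhibited enzyme wells for no effect and no-enzyme background for full effect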
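Human enzyme at 4 nM with 400 uM 4-methylumbelliferyl-alpha-D-pyranoside, citrate/phosphate buffer pH 5.0, 0.005% Tween-20, 20 min at room temperature. Compounds up to 77 uM. 4-MU fluorescence (Ex 365/Em 440) read after NaOH/glycine stop; AC50 from Hill fit.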
IMPase Li inh: cell-permeable IMPase inhibitors with lithium potentiation; CHO-M1 cells, IP1 TR-FRET (IP-One), carbachol + lithium; Potency, µM (doses to about 59.4 µM), inactives show at the highest dose activity, negative = IMPase inhibition, actives largely listed as inhibitors; 210,000 tested, 0.35% active; AID 1457;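 also: IP1 builds up when IMPase is blocked and the TR-FRET signal falls; plate controls were basal vehicle for no effect and high inhibitor control for full effect; nearly all actives have a fitted effect of over 50% in size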
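Readout is a homogeneous TR-FRET IP1 immunoassay (Ex 320, Em 665 and 620), where raised cytosolic IP1 lowers signal. Cells were CHO-M1 treated 30 min at 37C with test compounds plus a little lithium; AC50 values came from Hill-equation fitting.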
An asterisk follows results filed as active; ? = inconclusive; nt = no result given; [ ] = remark or other dose. Unless noted, calls follow the shape of the dose curve; as a rule, active = well fitted curve in the direction sought with a large enough effect; inconclusive = small, poorly fitted or top-dose-only effect, or another doubt; inactive = no such curve, though single readings can be large; an effect the other way counts as inactive or inconclusive. Potency is read from the fitted curve at half-maximal effect. An excerpt; count on the stated rates, not on these rows.

canonical_smiles	GoLoco inh red	HttQ103 aggreg	GAA spleen mod	GAA glycogen	HTT cytoprotect	GAA inh	IMPase Li inh
Cc1ccc(Cl)cc1NC(=S)N1CCC(c2ccccc2)C1 (centres undefined)	3%	16%	1%	-21%	-18%	3%	-14%
Cc1nc(N2CCN(Cc3ccccc3)CC2)c(C#N)c2c1COC(C)(C)C2	3%	9%	5%	-1%	-29%[10 µM]	2%	11%
Cc1cc2oc(=O)cc(CN3CCOCC3)c2cc1C	2%	-4%	-2%	7%	7%	-12%	12%[38.3 µM]
O=C(CNC(=O)c1ccc(S(=O)(=O)N2CCCC2)cc1)N/N=C/c1ccc(Cl)cc1	-17%	-1%	-5%	-4%	-9%[10 µM]	7%	5%
CCOC(=O)CC1=C(C(=O)OCC)C(c2cccnc2)C(C#N)=C(N)O1 (centres undefined)	-16%	14%	-2%	1%	1%	0%	28%[38.3 µM]
O=C(OCC(=O)N1CCN(C(=O)c2ccco2)CC1)c1ccc(S(=O)(=O)N2CCCCC2)cc1	0%	-21%	-2%	3%	-15%	-9%	0%[38.3 µM]
COc1ccc(C(=O)NC(NC(=O)c2ccc(OC)c(OC)c2)c2ccccc2F)cc1OC	9%	4%	-4%	6%	nt	-3%	-7%
Cc1ccc(C2CC2c2n[nH]c(=S)n2-c2ccc(Cl)cc2)cc1 (centres undefined)	5%	2%	2%	-3%	-22%	-2%	8%[38.3 µM]
Cc1cc(C)n(-c2nc3c(c(=O)[nH]c(=O)n3C)n2CC(O)COc2ccccc2C)n1 (centres undefined)	4%	12%	-4%	7%	-22%[10 µM]	?	-4%[38.3 µM]
O=C1CSC(c2cn(-c3ccccc3)nc2-c2cccs2)N1Cc1ccccc1 (centres undefined)	-1%	6%	3%	7%	11%	-4%	35%[activator][38.3 µM]
Cc1cccc(CC2SC(N)=NC2=O)c1 (centres undefined)	8%	-12%	2%	0%	11%	7%	5%
CC(C)COc1ccc(-c2nnn(CC(=O)N3CCCC3)n2)cc1	0%	-11%	10%	4%	-20%[10 µM]	-9%	14%[38.3 µM]
Cn1c(CO)cnc1SCc1ccc(F)cc1	2%	7%	3%	1%	-8%[10 µM]	-4%	-11%
CC(/C=N/NC(=O)c1cc(-c2ccc(C)o2)[nH]n1)=C\c1ccccc1	2%	13%	4%	-3%	-12%[10 µM]	6%	-2%
COc1ccc(N=C2SC(CC(=O)Nc3ccc(OC)cc3OC)C(=O)N2C)cc1 (centres undefined)	-6%	-7%	-14%	-2%	-9%[0.074 µM]	-5%	7%[38.3 µM]
Clc1ccc(/C=N/c2c(-c3ccco3)nc3ccccn23)cc1	-2%	1%	-10%	16%	-25%	-9%	57%[activator][38.3 µM]
CC(C)CCSc1ncnc2c1oc1nc3c(cc12)COC(C)(C)C3	-4%	-8%	-1%	0%	-7%	-2%	33%[activator][38.3 µM]
CCCn1cnc2scc(-c3ccc(C)cc3)c2c1=O	6%	0%[9.22 µM]	-1%	-3%	-12%[10 µM]	-10%	-1%
Cc1cccc(-n2c(SCc3cc(=O)n4c(C)cccc4n3)nc3[nH]ncc3c2=O)c1	6%	-16%	-6%	-12%	-15%	-5%	25%[38.3 µM]
COc1ccc(NC(=O)CSc2nc3ccccc3c(=O)n2CCCN2CCOCC2)c(OC)c1	1%	2%	7%	22%	5%[10 µM]	9%	7%
Nc1nc2n(n1)C(c1ccco1)CC(c1ccccc1)N2 (centres undefined)	9%	-14%	11%	5%	15%[10 µM]	3%	-1%
CN(CC(=O)NCCc1ccccc1)S(=O)(=O)c1cccs1	1%	17%	-3%	-4%	-33%	0%	-7%[38.3 µM]
COc1cccc(N2CC(O)=C(c3nc4ccccc4c(=O)[nH]3)C2=N)c1	30%[activator]	6%	-10%	-3%	-82%[inhibitor][10 µM]	5%[15.4 µM]	-21%[38.3 µM]
Cc1onc(-c2ccccc2)c1C(=O)N1CCN(C(=O)c2ccco2)CC1	15%	2%	4%	4%	23%[1.9 µM]	-13%	18%[38.3 µM]
CCc1nnc(NS(=O)(=O)c2ccc(NC(=O)COc3ccc4ccccc4c3)cc2)s1	31%[activator]	nt	0%	3%	nt	12%	18%
Cc1ncc(CSc2nnnn2-c2ccccc2)c(N)n1	9%	4%	9%	4%	3%	1%	1%[38.3 µM]
O=C1c2ccccc2NC(c2cccc(O)c2)N1Cc1ccco1 (centres undefined)	7%	2%[9.22 µM]	1%	7%	18%[10 µM]	nt	nt
O=C(CSc1ncn[nH]1)OCN1C(=O)c2ccccc2C1=O	nt	2%	8%	-8%	-24%	4%	nt
COc1cc(Nc2c3c(nc4ccccc24)CCCC3)cc(OC)c1OC	5%	-7%	7%	-18%	-25%	-4%	10%
COc1ccc(N2CCN(C(=O)COc3ncnc4ccccc34)CC2)cc1	-7%	5%	5%	5%	-12%	4%	-9%
Cn1nnnc1SCC(=O)NCc1ccc2c(c1)OCO2	9%	-9%	1%	-12%	-14%	-2%	-7%
Nc1nn2c(C(F)(F)F)cc(=O)[nH]c2c1N=Nc1cccc(F)c1	11%	-4%	-7%	17%	17%[10 µM]	3%	18%
O=C(CCSc1ccccc1)N1CCN(c2ccccc2)CC1	9%	7%	2%	-13%	-18%	3%	1%
Clc1cccc(-c2nc(-c3ccccn3)no2)c1	12%	-17%	0%	4%	-124%[inhibitor][10 µM]	-4%	4%[38.3 µM]
Cc1ccc(C2NC(=NCc3ccccc3)Nc3nc(C)cc(=O)n32)cc1 (centres undefined)	13%	22%[9.22 µM]	-3%	4%	5%[10 µM]	nt	nt
CC1CCCCN1c1ncnc2ccccc12 (centres undefined)	2%	10µM*	2%	3%	-16%	-7%	34%[activator][38.3 µM]
Cc1nc(SCCC(=O)O)c2ccccc2n1	-4%	25%	-3%	-4%	10%[1.9 µM]	-1%	13µM*
CCOc1ccc2[nH]c(=O)c(CN(CCc3ccccc3)C(=O)c3cnccn3)cc2c1	9%	-1%[9.22 µM]	3%	6%	-20%	-2%	10%[38.3 µM]
Cc1ccc(C(=O)O)cc1S(=O)(=O)N1CCCC1	8%	-12%	-8%	-7%	0%	-6%	-1%[38.3 µM]
CCCCNCCCOc1cccc(Cl)c1	-1%	1%	4%	2%	-20%[10 µM]	-5%	31%[38.3 µM]
COc1ccc(-c2c(C)n([O-])c3c([n+]2=O)CCCC3)c(OC)c1	3%	21%	-3%	5%	-2%	-12%	11%[38.3 µM]
COc1ccc(C2=NO[C@@H]3C(=O)N(Cc4ccccc4)C(=O)[C@H]23)c(OC)c1	-3%	44%[9.22 µM]	1%	3%	12%[10 µM]	nt	nt
Nc1nnc2c(n1)CCCC2	-9%	-17%	-12%	-7%	-10%[10 µM]	6%	-8%[38.3 µM]
CCN(CC)CC(O)Cn1c(-c2ccccc2Cl)nc2ccccc21 (centres undefined)	-2%	-24%[9.22 µM]	0%	-1%	0%[10 µM]	nt	nt
CCS(=O)(=O)N1CCc2cc(OC)c(OC)cc2C1	-10%	-15%	1%	7%	-15%[0.074 µM]	4%	5%
Cc1cc(C)c(NC(=S)NC(=O)c2c(Cl)c(C)nn2C)c([N+](=O)[O-])c1	9%	-12%	-3%	-9%	nt	-4%	7%
COC(=O)N/N=C(\C)c1cccc(C(F)(F)F)c1	7%	-4%	4%	5%	-58%[inhibitor]	4%	1%
Cc1ccc(OCCn2c(=O)cnc3ccccc32)cc1	6%	-12%	1%	2%	1%[10 µM]	7%	3%
O=C1N(Cc2cccnc2)C[C@@H]2C[C@@H](c3cccc(OCc4ccccc4)c3)N3CCC[C@@]123	-4%	-24%[9.22 µM]	7%	1%	-4%[10 µM]	nt	17%
O=C(NCCN1CCOCC1)Nc1ccc(Cl)cc1	0%	17%	-12%	2%	15%	-2%	31%[38.3 µM]
COc1ccc(-c2cc(C(=O)O)nc3ccc4ccccc4c23)cc1OC	8%	-6%	-3%	0%	-115%[inhibitor]	1%	-15%
OCCN1CCN(CC(O)COc2ccc3c(c2)OCO3)CC1 (centres undefined)	-8%	-5%	-1%	-7%	-3%[10 µM]	0%	-17%[38.3 µM]
CCCNc1nc(N2CCOCC2)nc(N2CCOCC2)n1	3%	-7%	-9%	2%	-10%	-4%	17%[38.3 µM]
Fc1ccc(Nc2ccnc(-c3ccoc3)n2)cc1	41%[activator]	nt	-15%	nt	1%	nt	9%
COc1ccc(CCNC(=O)c2ccn[nH]2)cc1OC	2%	14%	-9%	5%	-8%	4%	-9%[38.3 µM]
O=c1c2ccccc2nnn1Cc1nnc(-c2ccccc2Br)o1	22%	-15%	-5%	-3%	-24%[10 µM]	3%	-4%[38.3 µM]
COC(=O)c1ccccc1NC(=O)CSc1nnnn1C1CCCCC1	6%	12%	-9%	2%	2%[10 µM]	-1%	2%
CCOC(=O)c1ccccc1N/C=C/C(=O)c1cccs1	nt	-18%	1%	-20%	-9%[10 µM]	3%	nt
CCOc1ccc(C(F)(F)F)cc1NC(=O)c1ccc(OC)c([N+](=O)[O-])c1	2%	-5%	0%	0%	-7%	-13%	8%[38.3 µM]
C=CCNC(=O)C1CCN(c2ccc(S(=O)(=O)N3CCOCC3)cc2Cl)CC1	8%	-2%[9.22 µM]	2%	-10%	1%[10 µM]	-6%	12%
Cn1c(=O)c2c(nc(SCC(=O)NCc3ccc4c(c3)OCO4)n2Cc2ccc(Cl)cc2)n(C)c1=O	0%	12%	2%	6%	-2%[10 µM]	1%	28%
CCOc1ccccc1N1CCN(S(=O)(=O)c2ccc3c4c(cccc24)C(=O)N3)CC1	8%	?	-13%	-27%	-12%	?	28%[38.3 µM]
CCOC(=O)c1ccc(NC(=O)C2CC2)cc1	3%	-22%	2%	-11%	8%	-1%	2%[38.3 µM]

Shown with two lines to a compound: entries from further up.
The line under a structure holds: GoLoco inh red	HttQ103 aggreg	GAA spleen mod	GAA glycogen	HTT cytoprotect	GAA inh	IMPase Li inh
Fc1ccc(Nc2ccnc(-c3ccoc3)n2)cc1
 : 41%[activator]	nt	-15%	nt	1%	nt	9%
Nc1nnc2c(n1)CCCC2
 : -9%	-17%	-12%	-7%	-10%[10 µM]	6%	-8%[38.3 µM]

Source: PubChem (National Center for Advancing Translational Sciences (NCATS))
